# Xi reactivation = activators of X-chromosome reactivation in mouse fibroblasts. 0.055% of 360,000 active. XiGFP mouse fibroblasts, % GFP-positive cells imaging, 3 d; cells co-treated with 5-aza-dC sensitizer; scaled so ellipticine positive control = 100%. activation, % at 7.58 µM. AID 743238;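 active = mean normalized replicate activation at least 10% and every replicate at or above 10%; inconclusive = only one of the two criteria met; inactive = mean below 10% and not all replicates reach 10%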;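 note: 0% = median of on-plate neutral control wells and 100% = ellipticine 6 µM median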
#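 Material: XiGFP fibroblasts, SV40-immortalized. Buffer or medium: DMEM plus 5-aza-dC sensitizer. Compound: single concentration per compound, delivered by pin transfer. Times: 3 days compound exposure. Controls: ellipticine 6 µM.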
# Statin myotox sup = protects C2C12 myotubes from simvastatin toxicity; rescue of ATP level, % at 7.49 µM; 0.78% of 330,000 active; ATP luminescence, 48 h; scaled: DMSO 0, geranylgeraniol control 100;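 active = mean ATP rescue above about 67%, or every replicate alone reaching that limit, limit read from the data, passing the limit was not always enough; inconclusive = no clear call, values can overlap the other calls; inactive = mean under the limit and some replicate under it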;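 note: myotubes were challenged with 10 µM simvastatin during compound exposure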
# PGC1a acetyl inh = PGC1a acetylation modulation, inhibitor mode; AID 651687; U2OS PGC1a acetylation, AlphaScreen anti-acetyl-lysine; with virally co-expressed GCN5 acetyltransferase; inhibition, % at 15.6 µM; 0.17% of 350,000 active;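 active = every replicate shows inhibition of at least 40%; inconclusive = mean inhibition at least 40% but some replicate below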;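 note: 0% = neutral control wells and 100% = positive control wells; some results beyond the cut were filed as inactive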
# ERAP1 inh = ERAP1 (human) enzyme inhibition; recombinant ERAP1, Leu-AMC fluorescence, 60 min; inhibition, % at 10.7 µM; 0.15% of 340,000 active;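 active = mean replicate inhibition of at least 30%, or all replicates individually reaching that 30% level; inactive = mean below 30% and not every replicate reaching it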;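 note: 0% = neutral control wells and 100% = L-leucinethiol positive control wells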
# LGR2 inh = Drosophila LGR2 receptor signaling inhibition | inhibition, % at 9.99 µM | HEK293 LGR2, CRE-luciferase, bursicon-stimulated, 4 h | 0.35% of 380,000 active;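 active = drop in luminescence signal, shown as inhibition above about 50% in the replicate tests, limit read from the data, passing the limit was not always enough; inconclusive = probably only some replicates passing the limit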;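 note: agonist challenge used bursicon conditioned medium at about half maximal strength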
# SIRT5 inh = inhibitors of human sirtuin-5 desuccinylase | 1.1% of 330,000 active | Purified SirT5, succinyl-peptide AMC, trypsin-coupled fluorescence | inhibition, % at 15 µM | Q9NXA8 | AID 652115; in the data active = inhibition above about 15%; inconclusive = no clear call, values can overlap the other calls
# Target sequence (Q9NXA8 whole entry, looked up): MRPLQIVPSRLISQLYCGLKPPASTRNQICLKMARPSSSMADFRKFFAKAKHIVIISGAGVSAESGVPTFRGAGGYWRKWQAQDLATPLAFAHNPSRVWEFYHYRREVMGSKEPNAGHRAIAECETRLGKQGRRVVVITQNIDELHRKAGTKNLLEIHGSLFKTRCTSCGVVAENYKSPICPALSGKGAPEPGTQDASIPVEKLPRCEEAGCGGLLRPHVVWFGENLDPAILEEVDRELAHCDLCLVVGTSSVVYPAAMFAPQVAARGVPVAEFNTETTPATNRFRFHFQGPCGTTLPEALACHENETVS
# S100A4 inh HTS = blocks human S100A4 binding to myosin IIA peptide; P26447; 0.14% of 360,000 active; inhibition, % at 10.7 µM; S100A4/TAMRA-MyoIIA peptide fluorescence polarization;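 active = mean inhibition of at least 70% across replicates, with every replicate also reaching that level; inconclusive = mean inhibition reaches 70% but some replicates fall short; inactive = mean inhibition below 70%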
# Target sequence (P26447 whole entry, looked up): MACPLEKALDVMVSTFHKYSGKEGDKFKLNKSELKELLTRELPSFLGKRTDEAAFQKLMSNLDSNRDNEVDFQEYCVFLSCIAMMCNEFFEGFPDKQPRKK
#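 incubation = readout 5 min after mixing, signal stable up to 60 min | system = S100A4 monomer protein | buffer or medium = HEPES pH 7.2 with CaCl2, KCl, NaCl, DTT, Triton | benchmarks = neutral control DMSO, positive control TFP | also added = fluorescent myosin IIA peptide, 5 nM | compound dosing = one concentration per compound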
# Cneo AK release = Cryptococcus neoformans lysis via adenylate kinase release | C. neoformans lysis, adenylate kinase release luminescence, 4 h; normalised: neutral wells 0, clomiphene wells 100 | AID 651654 | 0.2% of 360,000 active | lysis activity, % at 15 µM;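 active = mean lysis activity across replicates of at least 80%, whatever share of replicates individually reach that level; inactive = mean lysis activity below 80%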
#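 Assay system: C. neoformans cells. Amount: yeast cell density of 5 × 10^6 cells/mL. Technique: AK luminescence. Buffer or medium: YPD. Times: static 4 h at 37 °C with compound, 1 h detection. Dosing: single-point compound dose. Read-out: lysis from increased AK signal.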
# An asterisk follows results filed as active; ? = inconclusive; . = not tested or not shown. Only part of the results is shown. The share of hits here may be higher or lower than overall.
SMILES,Xi reactivation,Statin myotox sup,PGC1a acetyl inh,ERAP1 inh,LGR2 inh,SIRT5 inh,S100A4 inh HTS,Cneo AK release
c1ccc(CN2CCC3(CC2)Nc2ccccc2S3)cc1,0.0,.,.,-1,.,-7,4,.
Cc1csc(Nc2ccc(Cl)cc2)n1,0.0,-25,9,1,-53,0,-3,-2
COc1ccc(C(=O)NC2CCN(C(=S)Nc3ccc(C)cc3)CC2)cc1,0.4,.,10,3,0,1,-2,.
N=c1c(C(=O)NC2CCCCC2)cc2c(=O)n3ccccc3nc2n1Cc1cccnc1,0.1,-13,7,-5,12,-16,-10,6
COCc1cc(N2CCNC[C@H]2C)ccc1N1CCN(Cc2ccccc2)[C@H](C)C1,0.2,.,.,2,-5,-2,5,.
CO[C@H]1CN(C)C(=O)c2cc(NC(=O)Nc3ccc(Cl)cc3)ccc2OC[C@@H](C)N(C(=O)Nc2c(C)noc2C)C[C@@H]1C,0.0,11,-5,.,5,.,.,-4
O=c1cc(CSCc2ccc(Cl)cc2)[nH]c(=O)[nH]1,0.5,.,.,-1,-2,-4,-4,.
CN(C)Cc1ccc(CNC(=O)c2ccc(Cl)c(S(=O)(=O)NC3CC3)c2)cc1,-0.1,46,-2,0,-13,0,-6,-3
Cc1cc(C(=O)Nn2c(C)nc3ccccc3c2=O)ccc1[N+](=O)[O-],0.1,.,.,-4,7,-6,1,.
NC(=O)c1ccccc1OCc1cccc2ccccc12,0.0,16,8,2,7,-1,-2,5
COc1c(C)cc(C(O)c2ncc(-c3ccccc3)[nH]2)cc1C (configuration not stated),-0.1,4,1,-3,-4,-1,-3,0
S=c1[nH]ccn1-c1cccc(Cl)c1Cl,0.2,.,.,.,12,2,-3,.
COCC(=O)N(C)C[C@H]1Oc2cc(C3=CCCCC3)ccc2S(=O)(=O)N([C@H](C)CO)C[C@@H]1C,-0.7,1,12,2,-3,0,4,0
Cc1ccc([C@@H]2C3COCC=C3C(C#N)=C(N)C2(C#N)C#N)o1 (some centres not stated),.,.,0,3,16,-1,4,.
COc1ccc(-c2ccc([C@@H]3[C@@H](CO)N4C(=O)CN(C(=O)C5CCCC5)C[C@H]34)cc2)cc1,0.0,.,-8,1,-16,-5,12,.
O=C(O)c1ccccc1-c1ccccc1C(=O)Nc1cccc(Br)c1,-0.4,7,.,.,5,6,19,.
CCOc1ccccc1N1CCN(C(=O)c2c(Cl)cnn2C)CC1,0.0,-3,.,-3,2,1,25,0
CN1C(=O)c2cc(NC(=O)Nc3ccccc3F)ccc2OC[C@@H]2O[C@@H](CC(=O)O)CC[C@@H]21,0.4,6,-1,.,4,.,.,2
O=S(=O)(c1ccc(Cl)nc1)N1CCOCC1,0.0,-3,5,0,14,-2,-8,0
CC(C)(C)[C@H]1C=C(C(=O)NC2CC2)O[C@@H](OCCCCO)C1,-0.1,5,-8,1,-12,1,-15,-1
CN1C(=O)c2cc(NC(=O)c3cnccn3)ccc2OC[C@H]2O[C@H](CC(=O)NCC3CC3)CC[C@H]21,0.0,.,-2,-4,-8,.,3,.
CCNC(=S)N1CCC(C(=O)c2ccc3c(c2)OCCO3)CC1,0.0,4,-7,2,-11,1,1,1
CC(C)NC(=O)[C@@]1(c2ccc([N+](=O)[O-])cc2)CC(=O)N(CC23CC4CC(CC(C4)C2)C3)[C@@H]1c1ccc(CO)cc1,.,.,-17,1,.,2,7,4
O=S(=O)(Nc1cccc(-c2nnco2)c1)c1ccc(Cl)cc1,0.1,5,-6,.,2,-7,-7,0
O=C(C(=O)N1CCN(S(=O)(=O)c2ccccc2)CC1)c1cccc(C(F)(F)F)c1,0.1,.,.,2,-30,.,0,.

# Seven entries already listed, ordered by the number in ERAP1 inh, lowest first.
canonical_smiles,ERAP1 inh
Cc1cc(C(=O)Nn2c(C)nc3ccccc3c2=O)ccc1[N+](=O)[O-],-4
COc1c(C)cc(C(O)c2ncc(-c3ccccc3)[nH]2)cc1C (configuration not stated),-3
O=c1cc(CSCc2ccc(Cl)cc2)[nH]c(=O)[nH]1,-1
O=S(=O)(c1ccc(Cl)nc1)N1CCOCC1,0
COc1ccc(-c2ccc([C@@H]3[C@@H](CO)N4C(=O)CN(C(=O)C5CCCC5)C[C@H]34)cc2)cc1,1
COCc1cc(N2CCNC[C@H]2C)ccc1N1CCN(Cc2ccccc2)[C@H](C)C1,2
COc1ccc(C(=O)NC2CCN(C(=S)Nc3ccc(C)cc3)CC2)cc1,3

# Next part
SMILES,Xi reactivation,Statin myotox sup,PGC1a acetyl inh,ERAP1 inh,LGR2 inh,SIRT5 inh,S100A4 inh HTS,Cneo AK release
Cc1ccc(NS(=O)(=O)c2ccc(C(=O)NCC(c3ccco3)N(C)C)cc2)cc1 (configuration not stated),0.1,-2,-3,0,-2,1,-10,4
COc1ccc(NS(=O)(=O)c2ccc(C(=O)Nc3c(C)n(C)n(-c4ccccc4)c3=O)cc2)cc1,0.0,-6,-29,1,-6,0,6,-1
CC(=O)Nc1cccc(C(=O)/C=C/c2ccc(/C=C/C(=O)c3cccc(NC(C)=O)c3)cc2)c1,0.0,.,.,2,-4,-3,5,.
C[C@@H]1CCCCO[C@H](CN(C)Cc2ccc(Cl)c(Cl)c2)[C@H](C)CN([C@@H](C)CO)C(=O)c2cc(NS(=O)(=O)c3ccc(Cl)cc3)ccc2O1,-0.1,.,-21,-2,-7,1,6,0
O=C(N/N=C/c1cnc2ccccc2n1)c1cccc(F)c1,0.1,-3,2,.,-46,.,.,0
Cc1cccc(N2CC(C(=O)OCC(=O)Nc3sccc3C(N)=O)CC2=O)c1C (configuration not stated),0.0,10,-1,1,2,-4,4,0
Cc1cccnc1NC(=O)c1ccc(COc2ccccc2)o1,0.1,-3,.,2,-5,-2,0,0
COc1ccc(NC(=O)Nc2ccc3c(c2)C(=O)N([C@H](C)CO)C[C@H](C)[C@H](CN(C)S(=O)(=O)c2ccccc2)OCCCC[C@@H](C)O3)cc1,0.0,.,-2,1,-8,7,-6,-1
CO[C@@H]1CN(C)C(=O)c2cc(NC(=O)C3CC3)ccc2OC[C@H](C)N(Cc2cncnc2)C[C@H]1C,0.5,2,7,2,-10,-2,-7,0
COc1cccc(NC(=O)C[C@H]2CC[C@@H]3[C@H](COc4ccc(NC(=O)C5CCCCC5)cc4C(=O)N3C)O2)c1,0.3,18,0,-2,-22,.,-11,-2
COC(CNC(=O)C1CC(=O)N(CCc2ccc(C)cc2)C1)OC (configuration not stated),0.2,-2,11,8,-1,-2,-2,1
Cc1ccc(C(=O)c2cc3c(cc2N)OCCO3)cc1,0.3,9,.,0,0,-3,-3,3
CCOC(=O)/C=C/C(=O)Nc1ccccc1-c1ccccc1NC(=O)/C=C/C(=O)OCC,-0.1,.,.,-3,40,.,0,.
C=C(C)C1CC=C(CN2CCN(Cc3ccccc3)CC2)CC1 (configuration not stated),0.0,15,.,2,10,2,58,-1
Cc1ccc(C(=O)Nc2cccnc2Oc2ccc(Cl)cc2)cc1,0.0,3,13,-4,.,-3,-7,2
COc1ccccc1C(=O)Nc1ccc2c(c1)C(=O)N(C)C[C@H](OC)[C@@H](C)CN(C(C)=O)[C@H](C)CO2,0.1,-7,4,1,13,3,-1,-3
Cc1ccc(NC(=O)c2cc3ccccc3cc2O)cc1,0.1,-18,7,-1,-87,-3,5,-4
Cc1cccc(NC(=O)COC(=O)CN2C(=O)c3ccccc3C2=O)c1,0.0,-1,4,-4,14,-2,1,0
CCOC(=O)/C(C#N)=C/c1c(N2CCN(c3ccccc3)CC2)nc2ccccn2c1=O,0.3,7,.,-1,-65,-2,-29,4
COc1ccc(NC(=O)c2cc(C)no2)cc1Cl,0.2,-45,-3,3,-10,7,1,-3
Cc1cc(C(=O)Nc2ccon2)ccc1[N+](=O)[O-],0.0,.,9,3,.,-5,19,1
COCC(=O)Nc1ccc2c(c1)[C@H]1C[C@@H](CC(=O)NCc3ccc(-c4ccccc4)cc3)O[C@@H](CO)[C@H]1O2,0.1,6,-7,-4,3,-2,-9,1
Cc1noc(C)c1S(=O)(=O)Nc1ccc2c(c1)C(=O)N([C@H](C)CO)C[C@H](C)[C@H](CN(C)C(=O)Nc1ccc(F)cc1)OCCCC[C@@H](C)O2,0.0,.,-6,1,?,0,3,-1
COc1ccc(-c2noc(CN(C)C3CCOCC3)n2)cc1,0.0,.,.,3,0,-1,-1,.
C[C@@H]1CN([C@H](C)CO)C(=O)c2cccc(NC(=O)c3cnccn3)c2O[C@H]1CN(C)Cc1ccc(C(=O)Nc2ccccc2N)cc1,0.3,.,0,-2,10,.,-1,.

# One compound at a time, as listed above.
# Record of O=C(N/N=C/c1cnc2ccccc2n1)c1cccc(F)c1 : Xi reactivation = 0.1; Statin myotox sup = -3; PGC1a acetyl inh = 2; ERAP1 inh = .; LGR2 inh = -46; SIRT5 inh = .; S100A4 inh HTS = .; Cneo AK release = 0
# Record of COc1cccc(NC(=O)C[C@H]2CC[C@@H]3[C@H](COc4ccc(NC(=O)C5CCCCC5)cc4C(=O)N3C)O2)c1 : Xi reactivation = 0.3; Statin myotox sup = 18; PGC1a acetyl inh = 0; ERAP1 inh = -2; LGR2 inh = -22; SIRT5 inh = .; S100A4 inh HTS = -11; Cneo AK release = -2

# Going on with the list:
SMILES,Xi reactivation,Statin myotox sup,PGC1a acetyl inh,ERAP1 inh,LGR2 inh,SIRT5 inh,S100A4 inh HTS,Cneo AK release
COc1ccc(NC(=O)N[C@H]2CC[C@H](CCNC(=O)CN3CCOCC3)O[C@@H]2CO)cc1,0.7,-5,4,13,3,-3,11,-2
Cc1cc(C(=O)COC(=O)C2=NNC(=O)CC2)c(C)n1-c1ccccc1,.,141*,37,-1,-31,-1,0,-8
CS(=O)(=O)N1[C@H](CO)[C@@H](c2ccccc2)C12CN(Cc1ccccn1)C2,0.0,.,-3,2,-11,-5,18,.
CCOC(CCn1ccc(O)c(Cc2ccc(Cl)cc2)c1=O)OCC,0.0,1,5,-1,6,-3,-2,-1
C[C@@H]1CN([C@H](C)CO)C(=O)c2cc(C3=CCCC3)cnc2O[C@@H]1CN(C)Cc1cccnc1,-0.1,8,-1,1,16,-4,-30,2
CCOC(=O)NC(=O)/C(C=Nc1ccc(Cl)cc1)=C(\C)O,0.0,.,4,6,-3,-2,1,.
CCC(=O)Nc1ccc(C(=O)CSc2nnc(-c3ccc(O)cc3)n2CC2CCCO2)cc1OC (configuration not stated),.,18,6,.,-1,.,.,5
O=C(COc1ccc(CNC[C@H]2O[C@@H](n3ccc(=O)[nH]c3=O)[C@H](O)[C@@H]2O)cc1)Nc1ccccn1,0.0,10,1,-1,-12,0,9,1
C#CC1(NC(=O)NC(C)C)CCCCC1,0.1,.,.,1,9,94*,1,.
Cc1nc(C)c(/C(O)=C\c2nc3ccc([N+](=O)[O-])cc3oc2=O)o1,-0.2,.,-6,5,13,-21,-1,-1
NC(=O)C1CCCN(C(=O)c2ccc(Cl)cc2)C1 (configuration not stated),.,13,5,0,.,-2,4,0

# From PubChem BioAssay
